Screening data deposited in PubChem by Southern Research Specialized Biocontainment Screening Center.
Salmonella PhoP GFP: PhoP regulon inhibitors, Salmonella typhi PhoP promoter GFP reporter, confirmatory (AID 1850) | Salmonella Typhi PhoP-promoter GFP reporter, fluorescence, 4 h; higher % means a stronger effect | 0.33% of 310,000 active | one-dose inhibition, % at 50 µM; IC50 in µM for titrated hits; in the data active means a potency from the dose series; inconclusive means inhibition mostly from about 25% at the one dose, without a potency; inactive means the rest, 99 in 100 with inhibition below about 19%;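 further: 0% = induced wells with vehicle and 100% = uninduced wells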
H37Rv inhibition: M. tuberculosis growth inhibition, HTS (AID 449762) | 0.59% of 330,000 active | one-dose inhibition, % at 25 µM; IC50 in µM for titrated hits | M. tuberculosis H37Rv growth inhibition, 7H9 media; higher % means a stronger effect; in the data active means a potency from the dose series; inconclusive means inhibition above about 70% without an active follow-up result;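 further: bacterial growth assessed after seven days of incubation; strong numbers were not always called active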
VEEV TC-83 Vero: inhibitors of VEEV TC-83 cytopathic effect, confirmation, Vero cells (AID 588727); Vero cells, VEEV TC-83 cytopathic effect inhibition; higher % means a stronger effect; one-dose inhibition, % at 20 µM; IC50 in µM for titrated hits; 0.13% of 350,000 active; in the data active means a potency from the dose series; inconclusive means inhibition mostly from about 14% at the one dose, without a potency; inactive means the rest, 99 in 100 with inhibition below about 12%; further: strong numbers were not always called active
tuberculosis growth: growth inhibition of non-replicating M. tuberculosis (AID 488890); one-dose inhibition, % at 25 µM; IC50 in µM for titrated hits; 0.39% of 320,000 active; Mycobacterium tuberculosis non-replicating, growth inhibition; higher % means a stronger effect; in the data active means a potency from the dose series; inconclusive means inhibition mostly from about 82% at the one dose, without a potency; inactive means the rest, 99 in 100 with inhibition below about 76%;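 further: plate controls were DMSO cells for no effect and high antibiotic wells for full effect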
H1N1 NS1A inhibition: H1N1 influenza NS1A inhibitors, functional cell based assay (AID 504329). NS1A functional cell-based assay, percent inhibition; higher % means a stronger effect. inhibition, % at 12.5 µM, or IC50 in µM where a hit was titrated. 0.3% of 340,000 active; in the data active means a potency from the dose series; inconclusive means inhibition above about 27% without an active follow-up result; further: strong numbers were not always called active
VEEV TC-83 Vero 10K pilot screen: also measured in VEEV TC-83 Vero; calls as there; inhibition, %; measured here: 10K pilot screen inhibition
* = called active by the depositor; i = inactive; ? = inconclusive; · = no result given; & = joins results of further samples.

SMILES	Salmonella PhoP GFP	H37Rv inhibition	VEEV TC-83 Vero	tuberculosis growth	H1N1 NS1A inhibition	others
Cc1ccc(S(=O)(=O)NC(C)C(c2cccs2)N2CCOCC2)cc1 (configuration not stated)	0%	0%	1.0%	-8%	3%	VEEV TC-83 Vero 10K pilot screen=1.1
Cc1onc(-c2ccccc2Cl)c1C(=O)N1CCCCC1	3%	-2%	2.1%	-1%	0%
CC(C)Cc1nnc(NC(=O)CN2C(=O)C3CCCCC3C2=O)s1 (configuration not stated)	8%	1%	1.6%	-5%	1%
CCn1c(SCC(=O)NCCc2ccccc2)nc2c(c1=O)SC(C)C2 (configuration not stated)	-5%	-7%	2.7%	-1%	0%
CCCC(OC(=O)CN1C(=O)COc2ccccc21)C(=O)NC1CCCC1 (configuration not stated)	-7%	-1%	0.9%	8%	-2%
O=C(CS(=O)(=O)Cc1ccccc1)Nc1ncccn1	8%	-5%	1.2%	-10%	-1%
CCc1c(O)nc(SC2CC(=O)N(c3ccccc3)C2=O)[nH]c1=O (configuration not stated)	-7%	-5%	0.2%	2%	-7%
Cc1ccc(F)cc1NC(=O)CCc1c(C)[nH]c(=O)c(C#N)c1C	1%	6%	2.3%	5%	7%
O=C(Nc1cc(S(=O)(=O)Nc2ccc(Cl)cc2)ccc1O)c1ccc(S(=O)(=O)N2CCCCCC2)cc1	4%	-1%	1.0%	52%	-4%
COCCN(C(=O)c1ccco1)c1nnc(-c2ccc(OC)c(OC)c2)s1	9%	-4%	10%	-10%	7%
Cc1c(C=O)cnn1CCC(=O)O	0%	-1%	0.1%	-9%	-1%
CC(NCc1ccc(S(N)(=O)=O)cc1)C(=O)NCc1ccccc1 (configuration not stated)	0%	-3%	0.0%	-5%	-1%
CCN(CC)C(=O)CSc1nc2ccccc2c(=O)n1-c1ccccc1OC	9%	-2%	11%	4%	-28%
CSc1sc(C(=O)N(C)C)cc1S(=O)(=O)C(C)C	2%	-15%	0.4%	-9%	·
Cc1cc(Cl)ccc1OCC(=O)NCCCn1ccnc1	-5%	-9%	1.2%	7%	-6%
Cc1ccc2nc(NC(=O)CSc3nc4ccccc4o3)sc2c1	1%	49%	i	8%	-3%
CCN1CCCC1CNC(=O)Cn1nc(C)n2nc(-c3ccccc3)cc2c1=O (configuration not stated)	-5%	-1%	2.1%	-5%	6%
Cn1c(=O)[nH]c(=O)c2c1nc(NCc1ccccc1)n2Cc1ccc(F)cc1	-7%	7%	1.8%	-4%	-5%
Cc1ccc(S(=O)(=O)N/N=C/c2cccc3nccnc23)cc1	3%	-5%	0.5%	-5%	-8%
CC(C)C(=O)N1CCN(c2ccccc2NC(=O)c2ccc(C#N)cc2F)CC1	3%	-7%	5.9%	16%	-6%
CCc1ccc(N2CC(C(=O)NCc3ccco3)CC2=O)cc1 (configuration not stated)	-9%	-2%	2.7%	-7%	-11%
Cc1ccc(C)c(N(CC(=O)NC2CCCCC2)C(=O)CNC(=O)c2ccco2)c1	2%	-3%	i	2%	-5%
CCOc1cc(/C=C/c2nc3ccccc3c(=O)[nH]2)cc(Br)c1OC	-8%	-3%	·	-12%	·
CN(C)c1nccc(NCc2ccccc2)c1C#N	-7%	4%	0.2%	19%	7%
O=C(NCCCN1CCOCC1)/C(=C/c1ccc(F)cc1)NC(=O)c1ccccc1	3%	-9%	i	-2%	-2%
CCOC(=O)C1CCCN(C(=O)c2ccc(NC(=O)CC3SC(N4CCCC4)=NC3=O)cc2)C1 (configuration not stated)	6%	-8%	2.0%	-12%	-3%
CN(C)S(=O)(=O)c1ccc(N2CCCC2)c(C(=O)N2CCN(S(=O)(=O)c3cccc(F)c3)CC2)c1	0%	5%	7.1%	50%	3%
COCCNS(=O)(=O)c1ccc(OCC(=O)OC)c(Cl)c1	-6%	4%	i	-19%	-3%
C[n+]1c2n(c3ccccc31)N=C(c1ccc(-c3ccccc3)cc1)CS2	25µM*	6%	i	39%	0%
COc1cc(OC)c(NC(=O)c2ccc(F)cc2)cc1Cl	5%	6%	8.9%	3%	-20%

18 successive entries already listed, quoted:
SMILES	Salmonella PhoP GFP	H37Rv inhibition	VEEV TC-83 Vero	tuberculosis growth	H1N1 NS1A inhibition	others
CCN(CC)C(=O)CSc1nc2ccccc2c(=O)n1-c1ccccc1OC	9%	-2%	11%	4%	-28%
CSc1sc(C(=O)N(C)C)cc1S(=O)(=O)C(C)C	2%	-15%	0.4%	-9%	·
Cc1cc(Cl)ccc1OCC(=O)NCCCn1ccnc1	-5%	-9%	1.2%	7%	-6%
Cc1ccc2nc(NC(=O)CSc3nc4ccccc4o3)sc2c1	1%	49%	i	8%	-3%
CCN1CCCC1CNC(=O)Cn1nc(C)n2nc(-c3ccccc3)cc2c1=O (configuration not stated)	-5%	-1%	2.1%	-5%	6%
Cn1c(=O)[nH]c(=O)c2c1nc(NCc1ccccc1)n2Cc1ccc(F)cc1	-7%	7%	1.8%	-4%	-5%
Cc1ccc(S(=O)(=O)N/N=C/c2cccc3nccnc23)cc1	3%	-5%	0.5%	-5%	-8%
CC(C)C(=O)N1CCN(c2ccccc2NC(=O)c2ccc(C#N)cc2F)CC1	3%	-7%	5.9%	16%	-6%
CCc1ccc(N2CC(C(=O)NCc3ccco3)CC2=O)cc1 (configuration not stated)	-9%	-2%	2.7%	-7%	-11%
Cc1ccc(C)c(N(CC(=O)NC2CCCCC2)C(=O)CNC(=O)c2ccco2)c1	2%	-3%	i	2%	-5%
CCOc1cc(/C=C/c2nc3ccccc3c(=O)[nH]2)cc(Br)c1OC	-8%	-3%	·	-12%	·
CN(C)c1nccc(NCc2ccccc2)c1C#N	-7%	4%	0.2%	19%	7%
O=C(NCCCN1CCOCC1)/C(=C/c1ccc(F)cc1)NC(=O)c1ccccc1	3%	-9%	i	-2%	-2%
CCOC(=O)C1CCCN(C(=O)c2ccc(NC(=O)CC3SC(N4CCCC4)=NC3=O)cc2)C1 (configuration not stated)	6%	-8%	2.0%	-12%	-3%
CN(C)S(=O)(=O)c1ccc(N2CCCC2)c(C(=O)N2CCN(S(=O)(=O)c3cccc(F)c3)CC2)c1	0%	5%	7.1%	50%	3%
COCCNS(=O)(=O)c1ccc(OCC(=O)OC)c(Cl)c1	-6%	4%	i	-19%	-3%
C[n+]1c2n(c3ccccc31)N=C(c1ccc(-c3ccccc3)cc1)CS2	25µM*	6%	i	39%	0%
COc1cc(OC)c(NC(=O)c2ccc(F)cc2)cc1Cl	5%	6%	8.9%	3%	-20%

Next entries follow.
SMILES	Salmonella PhoP GFP	H37Rv inhibition	VEEV TC-83 Vero	tuberculosis growth	H1N1 NS1A inhibition	others
C[n+]1c2ccccc2nc2ccc(NCCO)cc21	12%	?	i	73%	26%
O=C(c1ccc(Cl)cc1)N1CCC(N2CCC(C(=O)N3CCOCC3)CC2)CC1	-14%	6%	1.8%	6%	-4%
O=C(N/N=C/c1ccco1)c1cc2ccccc2o1	7%	-7%	2.2%	51%	-2%
C#C[C@]1(O)CC[C@H]2[C@@H]3CCc4cc(OC5CCCC5)ccc4[C@H]3CC[C@@]21C	-1%	35µM*	6.1%	-6%	1%
O=C1CSC(=NC2CCCCC2)N1	7%	35%	2.0%	49%	-9%
CCOc1ccc(NC(=S)N(C)C)cc1	14%	7%	1.4%	2%	0%
O=C(Cn1nc(C(F)(F)F)c2c1CCC2)Nc1ccccc1C(F)(F)F	-10%	-9%	0.6%	-3%	7%
O=C(Nc1ccc(C(=O)O)cc1)/C(=C\c1ccco1)NC(=O)c1ccccc1Cl	-24%	4%	0.5%	-20%	9%
CC(=O)c1c(COC(=O)c2ccc(F)cc2)nc2ccccc2[n+]1[O-]	2%	1%	0.8%	22%	·
COC(=O)c1ccc(NC(=O)CSc2nc3ncccc3[nH]2)cc1	2%	1%	i	62%	-24%
CCN1C(=O)N[C@@H](c2ccccc2)C(C(=O)OC)=C1C	9%	1%	2.4%	16%	-10%	VEEV TC-83 Vero 10K pilot screen=0.6
CCC(=O)NCCCCCCCCCNC(=O)CC	10%	-5%	0.7%	52%	-1%
CCOc1cc(C(=O)NC)cc(Br)c1OC	-8%	-7%	1.9%	1%	-4%
Cn1cc(C(=O)N/N=C/C=C/c2ccccc2)ccc1=O	-1%	1%	0.3%	-14%	-7%
Cc1ccc(-n2c(-c3ccc(Cl)cc3Cl)n[nH]c2=S)cc1	-18%	3%	1.7%	-23%	0%
O=C(Nc1nnc(-c2ccc(Cl)cc2)o1)c1ccc(N2C(=O)CCC2=O)cc1	-6%	-12%	0.9%	·	1%
CCCOc1ccc(N2C(=O)CC(N3CC=C(c4ccccc4)CC3)C2=O)cc1 (configuration not stated)	1%	34%	2.7%	47%	11%	VEEV TC-83 Vero 10K pilot screen=2.6
Cn1c(N2CCOCC2)c(/C=N/O)c2ccccc21	-6%	0%	0.9%	6%	-5%
O=C(CSc1nc2[nH]ncc2c(=O)[nH]1)Nc1nccs1	3%	5%	·	1%	·
C=CCOC(=O)C1=C(C)NC(=O)NC1c1ccc(O)cc1 (configuration not stated)	1%	-3%	0.5%	0%	20%
O=C(NCCc1ccccn1)c1cccc(S(=O)(=O)N2CCCCCC2)c1	-7%	-5%	2.9%	-1%	2%
Cc1cccc(NS(=O)(=O)c2ccc(C)c(C(=O)NC3CCN(Cc4ccccc4)CC3)c2)c1	·	·	i	·	4%
COc1ccc(S(=O)(=O)N(CC(=O)NCC2CCCO2)c2ccc(Cl)cc2)cc1 (configuration not stated)	4%	-12%	i	-5%	6%
CC(=O)N1CCN(c2ccc(NC(=S)NC(=O)c3ccccc3)cc2)CC1	0%	-3%	0.8%	6%	-4%
O=C(c1ccccc1F)N1CCC(N2CCCCCC2)CC1	-2%	-8%	i	6%	21%
CSc1nc2cc(Cl)ccc2s1	-5%	-5%	i	2%	-9%
O=C(Oc1ccc(Cl)cc1)c1ccc2nccnc2c1	-6%	61%	0.4%	?	2%
CC(=O)Nc1ccc(S(=O)(=O)NCCC(=O)OCC(=O)c2cc(C)ccc2C)cc1	·	·	2.6%	·	-4%
CCNC(=S)N1CCc2cc(OC)c(OC)cc2C1COc1ccc(F)cc1 (configuration not stated)	6%	5%	6.1%	0%	9%
COc1cccc(/C=N/NC(=O)c2cc3cc([N+](=O)[O-])ccc3s2)c1O	-6%	8%	9.5%	?	3%	VEEV TC-83 Vero 10K pilot screen=10
CC(/C=N/n1c(-c2ccc(Cl)cc2)n[nH]c1=S)=C\c1ccco1	-11%	16%	2.0%	-13%	8%
COc1cc(C)c(Cl)c(C)c1S(=O)(=O)NC1CC(C)(C)NC(C)(C)C1	0%	-1%	i	11%	-8%
CC(=O)NC(C)(CC(=O)c1ccccc1)c1ccccc1 (configuration not stated)	5%	-9%	0.3%	-14%	-16%
CC(=O)C1=C(O)C(=O)N(c2ccc(Br)cn2)C1c1ccc(F)cc1 (configuration not stated)	-5%	4%	i	32%	-16%
CCOC(=O)N1CCN(CCC(=O)Nc2cccc(Br)c2)CC1	1%&-10%	-7%&4%	3.9%&0.7%	-4%&1%	1%&1%
CC1CC(C)(C)NC(=S)N1CCCC(=O)Nc1ccc(Br)cc1 (configuration not stated)	-8%	2%	0.5%	3%	4%
Cc1cccc(C)c1N=Nc1c(C)cc(O)cc1C	-4%	33%	3.0%	45%	17%
O=C(/C=N/O)Nc1ccc2sc3ccccc3c2c1	-9%	58%	11%	32%	4%
O=[N+]([O-])c1cc(S(=O)(=O)Nc2cccc(Cl)c2)ccc1N=Nc1c(O)[nH]c2ccccc12	-8%	12%	?	-3%	2%
Cc1cccc(NC(=S)NCc2ccco2)c1C	-9%	-1%	2.0%	26%	10%
O=C(N=c1ccn(-c2nc3ccccc3nc2NS(=O)(=O)c2ccc(Cl)cc2)cc1)c1ccccc1Cl	-162%	2%	·	-3%	·

Compounds were not picked by outcome (roughly 1.4% active in at least one column).
